# ROMK mod – modulators of human ROMK potassium channel; Tet-inducible ROMK, thallium flux fluorescence; actives lie on both sides; B-score at 10 µM; 130,000 compounds, 2% hits;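 active = signal ratio slope over the read window, or its plate-corrected B-score, at least 3 SD from the plate mean, either direction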;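 also: B-score of the F/F0 ratio slope over 7 to 12 s after thallium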
# PPARg SRC2 recr – promotes SRC-2 coactivator recruitment by human PPARgamma; P37231; PPARgamma LBD-SRC-2 recruitment, biochemical; activation, % at 8 µM; 200,000 compounds, 0.34% hits; in the data active = activation above about 22%;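 also: 0% = vehicle and 100% = reference agonist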
# Target sequence (P37231 whole entry, looked up, the tested form may be a part): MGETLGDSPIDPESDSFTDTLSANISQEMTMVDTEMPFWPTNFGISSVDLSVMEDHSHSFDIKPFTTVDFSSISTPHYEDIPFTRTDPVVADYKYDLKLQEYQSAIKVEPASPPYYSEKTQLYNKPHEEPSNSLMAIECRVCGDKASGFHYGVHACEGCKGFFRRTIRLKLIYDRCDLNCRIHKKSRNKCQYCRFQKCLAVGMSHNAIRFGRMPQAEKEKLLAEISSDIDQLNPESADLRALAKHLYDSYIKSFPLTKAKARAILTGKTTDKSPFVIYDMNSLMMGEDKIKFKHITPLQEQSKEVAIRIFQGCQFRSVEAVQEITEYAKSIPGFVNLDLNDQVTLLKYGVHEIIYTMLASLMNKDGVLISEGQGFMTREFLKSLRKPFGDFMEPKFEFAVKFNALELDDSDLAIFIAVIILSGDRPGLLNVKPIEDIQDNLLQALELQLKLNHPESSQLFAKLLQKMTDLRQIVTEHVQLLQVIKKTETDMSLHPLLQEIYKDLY
# Lmaj promast – Leishmania major promastigote growth inhibition | Leishmania major promastigotes, resazurin fluorescence viability | inhibition, % at 10 µM | 200,000 compounds, 9% hits | AID 1063; in the data active = inhibition above about 50%;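 also: promastigotes grown with compound for 44 hours at 28 °C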
# Redox H2O2 prof – compounds producing H2O2 with reducing agent – biochemical, NIH compound library profiling, artefact control for MLSCN library redox annotation, primary screen; activation, % at 10 µM; DTT-dependent redox cycling H2O2, phenol red/HRP absorbance; 100% = 100 µM peroxide control, 0% = buffer; 200,000 compounds, 0.03% hits;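 active = activation of at least 50% relative to the plate's high and low controls in the primary single-dose screen; inactive = activation below 50%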;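 also: compound incubated with DTT at 0.8 mM final as the reducing agent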
# bIAP inhibitor – blocks bovine intestinal alkaline phosphatase activity; purified bovine IAP, CDP-star luminescence, 30 min; inhibition, % at 20 µM; 190,000 tested, under 10 active;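 active = over 50% inhibition of intestinal alkaline phosphatase at 20 µM in the single-dose screen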
#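 Assay system: bovine IAP enzyme; medium: DEA buffer 100 mM, pH 9.8, with MgCl2 1.0 mM, ZnCl2 0.02 mM; doses: 20 µM single dose; incubation: enzyme reaction for 30 min at room temperature; detection: CDP-star luminescence signal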
# RAM network inh – blocks the yeast RAM network; S. cerevisiae dse1pr::URA3 reporter, 5-FOA growth OD615, 2 d; analog-sensitive cbk1-as2 kinase mutant strain; inhibition, % at 50 µM; 190,000 compounds, 1.8% hits; AID 868;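 active = inhibition above a set limit, 3 SD over mean compound inhibition, cut at about 8.4% in these data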;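 also: 0% = DMSO-only wells with no growth and 100% = 10 µM 1-NA-PP1 full growth; inhibition rescues growth on 5-FOA so higher OD means more RAM inhibition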
# PPARg SRC-1 ag – agonists of human PPARgamma SRC-1 coactivator recruitment | activation, % at 8 µM | P37231 | 200,000 compounds, 0.41% hits | PPARgamma-SRC-1 coactivator recruitment biochemical assay; in the data active = activation above about 19%;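 also: 0% = DMSO and 100% = reference agonist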
# HMGR II inh – E. faecalis class II HMG-CoA reductase inhibition | purified E. faecalis HMGR, NADPH absorbance 340 nm kinetic | inhibition, % at 10 µM | 190,000 compounds, 0.41% hits;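 active = inhibition above a set limit, the median over all tested compounds plus 3 SD, cut at about 9.5% in these data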;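 also: enzyme runs in reverse so mevalonate oxidation gives rising NADPH absorbance; 0% = complete reaction with DMSO and 100% = background rate lacking mevalonate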
# S1P3 antag – S1P3 (human) receptor antagonism. inhibition, % at 4.98 µM. 170,000 compounds, 0.27% hits. CHO S1P3 NFAT-BLA reporter, FRET fluorescence, antagonist mode. Q99500;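 active = inhibition above the plate cutoff, the mean inhibition of test wells on that plate plus 3 SD, cut at about 28% in these data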;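 also: cells challenged with S1P at its EC80 of 0.8 µM; blue over green emission ratio from cleaved BLA substrate after 4 h stimulation; 0% = S1P-stimulated wells and 100% = unstimulated DMSO-only wells; some compounds past the cut are filed as inactive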
# Target sequence (Q99500 whole entry, looked up): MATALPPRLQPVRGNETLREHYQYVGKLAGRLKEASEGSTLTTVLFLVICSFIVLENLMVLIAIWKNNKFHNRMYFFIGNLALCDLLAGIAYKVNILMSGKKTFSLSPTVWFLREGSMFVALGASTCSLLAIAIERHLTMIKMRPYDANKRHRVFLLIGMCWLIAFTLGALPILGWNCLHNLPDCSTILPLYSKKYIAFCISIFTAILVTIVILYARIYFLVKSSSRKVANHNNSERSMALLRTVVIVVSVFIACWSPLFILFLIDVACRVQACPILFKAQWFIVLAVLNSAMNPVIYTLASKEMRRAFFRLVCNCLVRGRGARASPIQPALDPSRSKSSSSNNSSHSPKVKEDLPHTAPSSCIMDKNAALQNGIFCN
# TR-FRET SRC-2 ct – TR-FRET artefact, counter-screen to PPARgamma/SRC-2 agonist assay. AID 1049. 200,000 compounds, 0.4% hits. TR-FRET ratio at 8 µM. active compounds read high; in the data active = TR-FRET ratio above about 2000; also: inactives centre near 1500; reference of the scale not given here
# PPARg SRC-3 ag – promotes SRC-3 coactivator recruitment by human PPARgamma; P37231; biochemical PPARgamma/SRC-3 coactivator recruitment assay; activation, % at 8 µM; 200,000 compounds, 0.26% hits; AID 731; in the data active = activation above about 23%;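 also: 0% = DMSO and 100% = reference agonist; some compounds past the cut are filed as inactive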
# Starred values were filed as active, the others as inactive; x = not tested or not shown. Not a hit list, and some 13% of all compounds hit somewhere here.
# Below each compound – ROMK mod, PPARg SRC2 recr, Lmaj promast, Redox H2O2 prof, bIAP inhibitor, RAM network inh, PPARg SRC-1 ag, HMGR II inh, S1P3 antag, TR-FRET SRC-2 ct, PPARg SRC-3 ag
1	O=C(c1cc(-c2ccccc2O)on1)N1CCc2ccccc2C1
  x, 7, -8, 0.1, 10, 4.6, 13, 0, -5, 1526, 11
2	CCN1C(=O)S/C(=C/c2ccc(Oc3ccc([N+](=O)[O-])cn3)c(OC)c2)C1=O
  0, 1, 3, 0.1, -30, 3.2, -1, 3, -1, 1402, 3
3	O=C(Nc1ccc(O)c(-c2nc3ccccc3s2)c1)c1cc(=O)c2ccccc2o1
  7.3e-05, 7, 44, -0.1, 2, 2.3, 1, -10, 3, 1369, 0
4	CC(=O)Nc1ccc(NS(C)(=O)=O)cc1
  1.1, 1, 0, 0.0, 0, 0.9, 3, -7, x, 1499, -8
5	C#CCOCCOCCOCCNc1nc(N2CCN(C(=O)Cn3cc(CCCCN)nn3)CC2)nc(N2CCN(C(=O)[C@H](C(C)C)n3cc(CCO)nn3)CC2)n1
  0.79, 6, -4, 0.1, 22, 0.7, 0, -3, -18, 1548, -1
6	COc1ccc(C(=O)NC(=S)NC(C)(C)C)cc1Br
  x, 2, -2, 0.6, 8, 0.8, 4, 1, x, 1390, -6
7	Cc1cc(Br)ccc1NC(=O)C1CCCO1 (stereo not drawn)
  x, -11, -4, 0.0, 13, 1.6, 0, -5, -10, 1345, -4
8	COC(=O)CN(c1ccc(Cl)cc1C)S(C)(=O)=O
  -0.029, -2, 1, -1.7, -4, 0.1, 6, -4, -21, 1394, -3
9	Cc1ccccc1/C=N/Nc1ccc(Cl)nn1
  0.23, 0, 0, 0.8, 0, 1.0, 7, 0, -4, 1461, 5
10	CC(NC(=O)c1ccc(Cl)cc1)C(=O)N1CCCCC1 (stereo not drawn)
  x, 10, -4, -1.3, 0, -0.3, 12, -7, 13, 1648, -3
11	Cn1nnc2cc(C(=O)Nc3ccccc3)ccc21
  -0.38, 8, 4, -0.5, 0, 0.1, 10, 2, -8, 1700, 3
12	CCOC(=O)c1c(C)n(-c2ccc(C)cc2)c2c(C(C(C)=O)C(=O)O)c(Br)c(O)c(O)c12 (stereo not drawn)
  -0.064, 3, 50*, 0.2, 7, 4.7, 1, -7, x, 1538, -5
13	CCCN1C2CCCC1CC(NC(=O)c1ccc(F)cc1)C2 (stereo not drawn)
  -0.67, -11, 9, -3.9, 4, -1.8, 10, -4, -7, 1497, 5
14	Cc1ccc2[nH]c(O)c(N=NC(=O)CCc3ccccc3)c2c1Br
  x, -6, 6, 0.1, 1, 6.0, 0, -2, -14, 1435, -1
15	Cc1cc(C(=O)Nc2c(C)nn(Cc3ccccc3Cl)c2C)no1
  x, 5, -9, 1.0, 10, 0.0, 8, 6, -4, 1598, 4
16	CC(=O)N(CCCCl)C(C#N)c1ccccc1 (stereo not drawn)
  -0.02, 12, -5, -0.1, -51, 1.2, -2, -2, 6, 1506, -1
17	COc1ccc(Cl)cc1C(=O)Nc1nnn(C)n1
  x, -6, -4, 0.8, 2, 0.8, 6, -3, -3, 1321, 5
18	CC1CN(S(=O)(=O)c2cccc(C(=O)Nc3ccc(S(=O)(=O)Nc4ncccn4)cc3)c2)CC(C)O1 (stereo not drawn)
  -0.92, -3, 1, -0.2, 0, 1.3, -1, -6, -1, 1651, 0
19	O=S(=O)(N1CCCCC1)N1CCCN(S(=O)(=O)N2CCCCC2)CC1
  0.25, 3, -3, -0.3, 8, 1.9, 4, -6, 5, 1548, -4
20	COc1cccc(C(=O)Cn2c(=O)n(CC3CCCO3)c(=O)c3ccccc32)c1 (stereo not drawn)
  0.41, 0, -1, 0.1, 0, 1.0, 3, -1, x, 1505, -1

# Six entries drawn at random from those above:
# Below each compound – ROMK mod, PPARg SRC2 recr, Lmaj promast, Redox H2O2 prof, bIAP inhibitor, RAM network inh, PPARg SRC-1 ag, HMGR II inh, S1P3 antag, TR-FRET SRC-2 ct, PPARg SRC-3 ag
6	COc1ccc(C(=O)NC(=S)NC(C)(C)C)cc1Br
  x, 2, -2, 0.6, 8, 0.8, 4, 1, x, 1390, -6
7	Cc1cc(Br)ccc1NC(=O)C1CCCO1 (stereo not drawn)
  x, -11, -4, 0.0, 13, 1.6, 0, -5, -10, 1345, -4
8	COC(=O)CN(c1ccc(Cl)cc1C)S(C)(=O)=O
  -0.029, -2, 1, -1.7, -4, 0.1, 6, -4, -21, 1394, -3
16	CC(=O)N(CCCCl)C(C#N)c1ccccc1 (stereo not drawn)
  -0.02, 12, -5, -0.1, -51, 1.2, -2, -2, 6, 1506, -1
4	CC(=O)Nc1ccc(NS(C)(=O)=O)cc1
  1.1, 1, 0, 0.0, 0, 0.9, 3, -7, x, 1499, -8
12	CCOC(=O)c1c(C)n(-c2ccc(C)cc2)c2c(C(C(C)=O)C(=O)O)c(Br)c(O)c(O)c12 (stereo not drawn)
  -0.064, 3, 50*, 0.2, 7, 4.7, 1, -7, x, 1538, -5

# 5 of the compounds above, with tabs:
entry	smiles	ROMK mod	PPARg SRC2 recr	Lmaj promast	Redox H2O2 prof	bIAP inhibitor	RAM network inh	PPARg SRC-1 ag	HMGR II inh	S1P3 antag	TR-FRET SRC-2 ct	PPARg SRC-3 ag
15	Cc1cc(C(=O)Nc2c(C)nn(Cc3ccccc3Cl)c2C)no1	x	5	-9	1.0	10	0.0	8	6	-4	1598	4
20	COc1cccc(C(=O)Cn2c(=O)n(CC3CCCO3)c(=O)c3ccccc32)c1 (stereo not drawn)	0.41	0	-1	0.1	0	1.0	3	-1	x	1505	-1
7	Cc1cc(Br)ccc1NC(=O)C1CCCO1 (stereo not drawn)	x	-11	-4	0.0	13	1.6	0	-5	-10	1345	-4
16	CC(=O)N(CCCCl)C(C#N)c1ccccc1 (stereo not drawn)	-0.02	12	-5	-0.1	-51	1.2	-2	-2	6	1506	-1
10	CC(NC(=O)c1ccc(Cl)cc1)C(=O)N1CCCCC1 (stereo not drawn)	x	10	-4	-1.3	0	-0.3	12	-7	13	1648	-3

# (cont.)
# Below each compound – ROMK mod, PPARg SRC2 recr, Lmaj promast, Redox H2O2 prof, bIAP inhibitor, RAM network inh, PPARg SRC-1 ag, HMGR II inh, S1P3 antag, TR-FRET SRC-2 ct, PPARg SRC-3 ag
21	COc1ccc(-c2cc(C(F)(F)F)n3ncc(C(=O)Nc4c(C)n(C)n(-c5ccccc5)c4=O)c3n2)cc1
  0.0054, 1, -2, 7.1, -13, 1.8, -1, -3, -36, 1473, 0
22	COc1ccc(C(=O)/C=C/Nc2ccc(S(=O)(=O)Nc3nc(C)cc(C)n3)cc2)cc1OC
  x, 6, -6, 3.1, 31, 3.9, 7, -8, -6, 1541, 1
23	O=C(Nc1ccc(F)cc1)c1cccc2c1C(=O)N(Cc1ccccn1)C2
  -0.34, 2, 1, -1.1, 13, 0.9, 8, 0, -26, 1616, 6
24	Cc1cc(NC(=O)CCC(=O)N(CC(=O)NC2CCCC2)c2cccc(C)c2C)no1
  -0.76, 11, 1, 0.4, x, x, -1, x, x, 1484, -2
25	O=C(Cn1cc(C(=O)C(F)(F)F)c2ccccc21)NCc1ccco1
  -0.073, -5, 19, 0.5, 6, 2.6, -8, -2, 5, 1477, 1
26	CC(NC(=O)Nc1ccc(Br)cc1)C(C)(C)C (stereo not drawn)
  x, -2, 15, -0.1, -4, 2.2, -3, -1, -9, 1489, 3
27	Cc1c(Cl)c(C(F)(F)F)nn1CC(=O)N1CCSCC1
  -1.2, 6, -2, 0.5, -9, 0.0, 6, -2, x, 1623, 4
28	COc1ccc(C)cc1S(=O)(=O)N(CC(=O)Nc1cccc([N+](=O)[O-])c1)c1ccc(C)cc1
  x, -3, 31, 0.9, -6, 1.0, -1, -2, -6, 1466, 2
29	Cc1c(C(=O)OC(C)CCN(C)C)oc2ccccc12 (stereo not drawn)
  x, 6, 85*, -1.9, 2, 2.1, 8, -1, 0, 1600, 1
30	c1ccc(CSc2nnc(NC3=NCCCCC3)s2)cc1
  -0.58, 1, 9, 0.1, 1, 3.2, -6, 5, -2, 1776, 4
31	Cc1ccc2[nH]c(=O)c(CN(Cc3nnnn3Cc3ccccc3)C3CCCC3)cc2c1
  -1.1, 1, 17, 0.3, 14, 0.5, 7, -2, -24, 1577, -6
32	N#CCCn1cc(/C=N/NC(=O)c2ccncc2)c(-c2ccccc2)n1
  x, 4, -2, -1.0, -23, 1.9, 13, -1, x, 1590, 7
33	O=C(N/N=C/c1cc([N+](=O)[O-])cc([N+](=O)[O-])c1O)/C(=C\c1cccs1)NC(=O)c1ccccc1
  -0.035, 1, -7, -0.1, 8, 2.7, -7, -4, -13, 1379, -4
34	Cc1ccc(S(=O)(=O)N2CCC(n3nnc4cc(C)ccc43)CC2)cc1
  x, 7, -3, 0.6, -6, 0.2, 3, -5, x, 1538, 4
35	CCOC(=O)C(CO)(NC(C)=O)C(=O)OCC
  -0.051, 8, 4, -0.2, -6, 1.6, 6, 0, 1, 1488, 12
36	COC(=O)c1ccc(OCCN2CCCCCC2)cc1
  -0.18, 2, 88*, -1.2, -26, 0.8, 1, -5, -15, 1565, 3
37	COCCCNC(=O)c1ccc(-c2csc(C)n2)cc1
  x, -1, 4, -0.2, 41, -0.4, 2, -2, -13, 1372, -4
38	c1cn(CCCNC2=NCCCCC2)cn1
  x, 8, -5, 0.5, -21, -1.1, -1, -2, -8, 1879, 11
39	NC(=O)CSc1oc(-c2cccs2)nc1S(=O)(=O)c1ccccc1
  x, 37*, 27, 0.6, 5, 4.2, 20*, 2, -14, 2005*, 18
40	O=C(CCCn1c(SCC(=O)NCC2CCCO2)nc2ccccc2c1=O)NCc1ccccc1 (stereo not drawn)
  0.68, 9, -7, 0.2, 0, 4.3, 0, -6, x, 1750, 10
